Tn6 DDE FP – inhibitors of Tn6 peptide binding to fibrin DD(E), primary screen, biochemical, fluorescence polarization, human fibrin, Tn6 probe | inhibition, % at 8.3 µM | Fibrin DD(E) TRITC-Tn6 fluorescence polarization displacement | actives 0.21% (n = 370,000) | AID 720509, 2013 | Fibrinogen beta chain (Homo sapiens), P02675;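 active means inhibition above a per-campaign cutoff: mean of compounds within control limits plus 3 SD, cut at about 15% in these data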;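 further: 0% = median of all compound wells on the plate and 100% = blocking peptide control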
Target sequence (P02675 whole entry, looked up): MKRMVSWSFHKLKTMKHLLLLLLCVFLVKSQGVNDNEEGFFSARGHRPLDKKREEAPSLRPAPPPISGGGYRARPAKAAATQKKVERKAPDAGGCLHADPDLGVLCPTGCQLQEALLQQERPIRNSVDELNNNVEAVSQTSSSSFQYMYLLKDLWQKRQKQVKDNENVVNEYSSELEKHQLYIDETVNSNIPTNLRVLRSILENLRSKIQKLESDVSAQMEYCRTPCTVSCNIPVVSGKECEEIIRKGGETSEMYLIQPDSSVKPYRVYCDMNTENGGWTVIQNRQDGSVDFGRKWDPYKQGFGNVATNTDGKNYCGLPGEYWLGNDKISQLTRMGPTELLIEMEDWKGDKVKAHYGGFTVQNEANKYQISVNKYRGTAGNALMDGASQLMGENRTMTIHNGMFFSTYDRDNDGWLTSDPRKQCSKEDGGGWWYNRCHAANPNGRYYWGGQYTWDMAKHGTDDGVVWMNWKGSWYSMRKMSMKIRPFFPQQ
ASAP1 GAP inh – inhibitors of human ASAP1 ArfGAP activity, primary screen, biochemical, fluorescence polarization. Arf-GAP with SH3 domain, ANK repeat and PH domain-containing protein 1 (Homo sapiens), …. ASAP1-stimulated ARF1 GTP hydrolysis, GDP FP detection. actives 0.19% (n = 360,000). inhibition, % at 16.5 µM. AID 624377, 2012; in the data active means inhibition above about 25%;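 further: 0% = vehicle with enzyme and substrate and 100% = no enzyme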
ADAM17 inh – ADAM17 inhibitors, primary screen, biochemical, QFRET; inhibition, % at 6.95 µM; recombinant ADAM17, EDANS/DABCYL FRET peptide cleavage; actives 0.83% (n = 370,000); Disintegrin and metalloproteinase domain-containing protein 17 (Homo sapiens), P78536;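 active means inhibition above the mean of compounds lying between control limits plus 3 SD, set per campaign, cut at about 8.5% in these data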;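 further: 0% = DMSO-only wells as the low control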
ADAM10 inh – human ADAM10 inhibitors, primary screen, biochemical, QFRET, HTS | Disintegrin and metalloproteinase domain-containing protein 10 (Homo sapiens), O14672 | recombinant ADAM10, EDANS/DABCYL FRET peptide cleavage, 3 h | inhibition, % at 7 µM | actives 0.62% (n = 370,000);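 active means inhibition above a per-campaign cutoff equal to the mean of compounds falling between control-based bounds plus 3 SD, cut at about 20% in these data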;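 further: 0% = DMSO wells while the 100% control is not disclosed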
TDP2 absorb – human TDP2 enzyme inhibitors, primary screen, biochemical, epi absorbance, recombinant enzyme | inhibition, % at 12.8 µM | Tyrosyl-DNA phosphodiesterase 2 (Homo sapiens), O95551 | T5PNP hydrolysis, p-nitrophenol absorbance 415 nm | AID 720702, 2013 | actives 0.34% (n = 370,000);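 active means inhibition above the mean of all tested compounds plus 3 SD, set per campaign, cut at about 25% in these data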;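 further: 0% = DMSO with enzyme and 100% = buffer with substrate but no TDP2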
Target sequence (O95551 whole entry, looked up): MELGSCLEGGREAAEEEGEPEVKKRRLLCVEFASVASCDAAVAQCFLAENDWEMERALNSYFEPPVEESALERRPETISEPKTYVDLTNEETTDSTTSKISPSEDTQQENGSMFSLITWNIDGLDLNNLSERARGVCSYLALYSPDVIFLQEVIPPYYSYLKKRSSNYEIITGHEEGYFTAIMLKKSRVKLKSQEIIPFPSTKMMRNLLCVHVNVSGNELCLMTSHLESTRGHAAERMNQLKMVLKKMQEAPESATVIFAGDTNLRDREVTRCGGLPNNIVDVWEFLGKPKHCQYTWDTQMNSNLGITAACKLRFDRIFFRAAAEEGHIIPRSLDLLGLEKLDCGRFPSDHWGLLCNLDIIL
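Read-out basis: percent inhibition. System: recombinant human TDP2. Buffer or medium: Mg2+-containing Tris-HCl buffer, pH 7.5. Repeats: single replicate. Timing: reaction 2 h, 37 °C. Benchmarks: high control without enzyme, low control DMSO plus TDP2. Probe or stimulus: 5 mM T5PNP. Doses: 12.8 µM only. Measured by: epi absorbance of p-nitrophenol freed from T5PNP by hydrolysis.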
LEDGF integ inh – blockers of LEDGF/p75-dependent integrase strand transfer – biochemical, TR-FRET, high throughput, primary screen; HIV-1 integrase (with human LEDGF/p75); TR-FRET IN-LEDGF/p75 DNA integration, Eu/Cy5; inhibition, % at 3.7 µM; actives 0.64% (n = 370,000);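 active means inhibition above the screen-wide mean plus 3 SD, cut at about 13% in these data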;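 further: signal is the Cy5 over europium emission ratio at 671 and 618 nm; 0% = plate median of compound wells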
proKLK7 act – proKLK7 zymogen activators, primary screen, biochemical, fluorescence intensity; AID 652039, 2013; actives 0.9% (n = 370,000); Kallikrein-7 (Homo sapiens), P49862; activation, % at 7 µM; purified proKLK7, EDANS-DABCYL substrate fluorescence; 100% is mature enzyme control, 0% vehicle;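 active means activation above the mean of all tested compounds plus 3 SD, computed per campaign excluding outliers beyond control limits, cut at about 13% in these data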
DDE Tn7 FP inh – inhibitors of Tn7 peptide binding to fibrin DD(E), primary screen, biochemical, fluorescence polarization, human fibrin, Tn7 probe. FP displacement of FITC-Tn7 peptide from fibrin DD(E); 0% = median of compound wells per plate. inhibition, % at 8.3 µM. actives 0.13% (n = 370,000);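 active means inhibition above the mean of compounds falling within the control limits plus 3 SD of them, cut at about 14% in these data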;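 further: 0% = plate median of compound wells and 100% = 10 µM Aha-Tn7 peptide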
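Test system: human clot-derived fibrin DD(E) complex / Quantity: 2 µM final DD(E) protein / Incubation: 10 min plus 3 h, room temperature / Measured by: fluorescence polarization / Benchmarks: high control of 10 µM Aha-Tn7 peptide / Replicates: singlicate testing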
ARFGAP1 inhibitor – inhibitors of rat ARFGAP1 GAP activity, primary screen, biochemical, fluorescence polarization, GDP tracer | Arfgap1-stimulated ARF1 GTP hydrolysis, GDP FP detection | inhibition, % at 16.5 µM | actives 0.26% (n = 360,000) | AID 651572, 2012;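 active means inhibition above a per-plate limit, mean inhibition of low control wells plus 3 SD, cut at about 25% in these data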;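 further: 0% = DMSO wells with enzyme and 100% = wells lacking Arfgap1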
Target sequence (Q62848 1-136 limits assumed): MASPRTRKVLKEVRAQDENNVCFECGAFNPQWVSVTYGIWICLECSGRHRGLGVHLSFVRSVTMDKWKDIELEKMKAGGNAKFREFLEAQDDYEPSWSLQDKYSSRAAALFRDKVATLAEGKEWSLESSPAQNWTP
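Material – truncated rat Arfgap1 GAP domain · Buffer or medium – HEPES-based buffer, pH 7.5 · Reagent – human ARF1(Δ1-17)-GTP substrate · Dosing – 16.5 µM single point, 1.26% DMSO · Schedule – GTP hydrolysis reaction 2 h at 25 °C · Technique – GDP detection by fluorescence polarization · Benchmarks – No-Arfgap1 wells (100%) versus DMSO full-reaction wells (0%) · Repeats – single replicate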
PLCg1 inh – PLC-gamma1 enzyme inhibitors, primary screen, biochemical, fluorescence, purified enzyme | 1-phosphatidylinositol 4,5-bisphosphate phosphodiesterase gamma-1 (Homo sapiens), P19174 | fluorogenic substrate | inhibition, % at 12.2 µM | actives 0.84% (n = 370,000) | AID 720700, 2013; in the data active means inhibition above about 9.5%
Starred values were filed as active, the others as inactive.

Tn6 DDE FP	ASAP1 GAP inh	ADAM17 inh	ADAM10 inh	TDP2 absorb	LEDGF integ inh	proKLK7 act	DDE Tn7 FP inh	structure	ARFGAP1 inhibitor	PLCg1 inh
0	-12	2	-5	2	-1	-0.4	-4	CCCCN(C(=O)CSc1nnc(-c2ccc(OC)cc2)n1CC)c1c(N)n(Cc2ccccc2)c(=O)[nH]c1=O	5	4
8	-3	-3	-5	9	1	0.5	-4	C=CCC(O)(CCN1CCCCC1)c1ccccc1 (configuration not stated)	0	0
-2	-2	-2	-9	-1	0	0.0	3	CSc1ccc(C2=CC(=O)C[C@H](c3ccc4c(c3)OCO4)C2)cc1	2	-8
-15	3	6	14	-2	0	0.0	1	COc1ccc(NC(=O)c2nc[nH]c2C(=O)N[C@H](C)c2ccccc2)cc1	7	-1
-12	6	-5	-7	5	-4	0.2	-4	COc1ccc(-c2noc(C3CCCN(C(=O)c4c(F)cccc4F)C3)n2)cc1OC (configuration not stated)	-23	-2
-6	17	-7	-17	-9	-7	0.3	5	O=C(C(=O)N1CCN(C/C=C/c2ccccc2)CC1)c1ccccc1	8	1
2	-3	-4	-1	2	-2	0.8	3	COCCNC(=O)C1(C)CCCN(C(=O)c2cc(F)cc(F)c2)C1 (configuration not stated)	-1	1
0	-11	-4	-5	-4	-3	-0.9	10	Clc1ccc(Sc2cc(N3CCOCC3)nc(-c3ccccc3)n2)cc1	-7	-3
1	-6	3	-27	-6	0	0.6	3	COc1cc(OC)cc(C(=O)NNC(=O)c2ccc3c(c2)OCCO3)c1	-2	-1
1	2	-14	-75	2	5	-0.5	-8	COc1ccc(-c2ccc3c(n2)CCCN3S(=O)(=O)c2cccs2)cc1	-4	-66
2	-2	1	5	-8	-5	-0.1	4	COc1ccc(CC2(C)OC(c3ccc(C)c([N+](=O)[O-])c3)=NN2C(C)=O)cc1 (configuration not stated)	4	-1
1	3	-5	-2	1	0	-0.6	1	COc1ccc(C2/C(=C(/O)c3ccc4c(c3)CC(C)O4)C(=O)C(=O)N2CCN2CCOCC2)cc1OC (configuration not stated)	11	-4
-2	-1	1	-1	-10	8	-0.2	-2	CC(C)COc1ccc(C(=O)NNC(=O)CCC(=O)c2cccs2)cc1	9	-1
-1	6	3	-3	-3	-1	0.1	-3	Cc1ccc([N+](=O)[O-])c(OCCN2C(=O)NC(C)(C)C2=O)c1	-5	-1
-6	6	3	4	2	3	0.2	3	COc1cc(/C=N/N=C(N)N)ccc1OCc1ccc(Cl)cc1	-10	7
6	-14	-2	2	3	-1	1.4	-28	CCN(CC)c1ccc2c(c1)OC(N)=C(C#N)C2c1cccnc1 (configuration not stated)	-3	-38
6	1	3	-5	-4	-3	0.9	-1	OCCCNc1ncnc2c1ncn2[C@H]1CN(Cc2ccncc2)C[C@@H](CO)O1	11	3
8	0	-5	-4	6	-5	0.5	-8	CCN(CC)CCCNc1nc(-c2ccccc2)nc2ccccc12	-5	-3
-5	3	-3	6	-3	1	-0.1	-4	CCOC(=O)CNC(=O)Cn1cnc2ccc(S(=O)(=O)N3CCC(C)CC3)cc2c1=O	6	2
-9	23	-2	1	6	-1	-0.1	-5	Cc1ccc(S(=O)(=O)N2C[C@H]3C(=O)C[C@@H]4C(=O)N(c5ccccc5)C(=O)[C@@H]4[C@@H]3C[C@H]2c2cccs2)cc1	2	1

3 entries already listed, sorted by count of non-hydrogen atoms, smallest number first.
Tn6 DDE FP	ASAP1 GAP inh	ADAM17 inh	ADAM10 inh	TDP2 absorb	LEDGF integ inh	proKLK7 act	DDE Tn7 FP inh	structure	ARFGAP1 inhibitor	PLCg1 inh
2	-3	-4	-1	2	-2	0.8	3	COCCNC(=O)C1(C)CCCN(C(=O)c2cc(F)cc(F)c2)C1 (configuration not stated)	-1	1
0	-11	-4	-5	-4	-3	-0.9	10	Clc1ccc(Sc2cc(N3CCOCC3)nc(-c3ccccc3)n2)cc1	-7	-3
2	-2	1	5	-8	-5	-0.1	4	COc1ccc(CC2(C)OC(c3ccc(C)c([N+](=O)[O-])c3)=NN2C(C)=O)cc1 (configuration not stated)	4	-1

(next part)
Tn6 DDE FP	ASAP1 GAP inh	ADAM17 inh	ADAM10 inh	TDP2 absorb	LEDGF integ inh	proKLK7 act	DDE Tn7 FP inh	structure	ARFGAP1 inhibitor	PLCg1 inh
3	-5	-15	-27	3	3	0.2	1	Nc1nnc(CC(=O)N/N=C/c2ccc(-c3ccccc3)o2)s1	11	-22
8	8	-40	-139	2	-2	3.0	3	COc1ccc(/C=C/C(=O)OCC(=O)NC2CCCC2)cc1OC	-12	-56
-1	6	-4	1	-3	-3	-0.1	-4	CCc1ccc(Nc2nc(N)nc(CSc3nnnn3-c3ccccc3)n2)cc1	6	2
2	-3	-16	-48	-7	-4	6.0	4	O=C(CSc1nnc2ccccn12)NC(=O)Cc1ccccc1	5	-7
-4	-13	4	3	3	4	-0.8	-2	COc1ccc(/C=N/NC(=O)c2cccc([N+](=O)[O-])c2)cc1O	9	5
-1	5	1	-1	-8	1	0.3	-5	CC1SCCN1S(=O)(=O)c1ccc2ccccc2c1 (configuration not stated)	2	3
-3	-3	-3	-8	-3	1	0.9	-2	O=C(Nc1ccc(OC(=O)c2ccncc2)cc1)c1ccncc1	-11	1
-10	7	3	5	-22	9	-0.2	-5	O=C(Nc1cccc(C(F)(F)F)c1)c1cncs1	8	2
4	2	-2	-14	5	-8	0.0	6	COCCNC(=O)CCn1nc(-c2ccc(Cl)cc2)ccc1=O	8	3
0	-7	1	13	4	-1	-0.6	-8	O=C(CC12CC3CC(CC(C3)C1)C2)N1CCCC1	3	1
-4	-5	0	-6	5	-2	-0.5	-4	Cn1cnc2ncnn2c1=S	8	1
-14	17	-2	-3	5	0	-0.3	-3	Nc1cccc(C2=Nc3cccc4cccc(c34)N2)c1	0	6
-3	8	1	13	-4	0	-0.1	-5	O=C(/C=C/c1cccc(Br)c1)NCC1CCCCC1	-4	1
-8	14	-5	-34	-10	-2	-1.9	-1	c1ccc(-c2cc3nc(NCC4CC4)nc(NCC4CCCCC4)c3s2)cc1	14	-4
2	5	-4	-4	2	1	-0.4	8	CC1(C(=O)NCCc2c[nH]c3ccccc23)C=CCN1C(=O)c1ccccc1 (configuration not stated)	11	0
4	-9	-1	-6	-10	0	-0.4	-1	CCOC(=O)N1CCC(NC(=O)c2ccc(NC(=O)C3CCCO3)cc2)CC1 (configuration not stated)	10	3
-3	-7	-3	0	-2	-3	0.3	-1	Cc1cccc(OCCCC(=O)Nc2ccccc2C(F)(F)F)c1	5	0
-2	-3	1	3	-7	5	0.4	-5	O=C(CSc1nnc(-c2ccc(Cl)cc2Cl)n1C1CCCCC1)NC1CCS(=O)(=O)C1 (configuration not stated)	2	3
-3	11	1	-3	-1	5	-0.2	-6	O=C(O)C1OCC2(CO1)COC(C(=O)O)OC2 (configuration not stated)	0	0
0	5	-2	0	4	1	-0.2	-1	Cc1ccc(OCCCC(=O)Nc2ccc(S(=O)(=O)Nc3cc(C)on3)cc2)cc1	-11	-1
-6	19	-5	-9	6	1	0.1	2	Cc1ccn2c(CNCCn3cccn3)c(C(=O)N3CCCCCC3)nc2c1	-2	-4
-4	1	-5	-9	-4	0	-0.5	-2	CC(Oc1ccc(-c2nnco2)cc1)C(=O)N1CCOCC1 (configuration not stated)	6	1
-6	9	-3	3	-5	3	-0.1	-10	COc1ccc(/C=C/C(=O)OCC(=O)N2CC(=O)Nc3ccccc32)cc1S(=O)(=O)N1CCOCC1	19	5
-3	-18	4	-6	0	1	0.2	-1	COc1ccc(-c2noc(N3CCC(C(=O)N(C)c4ccccc4C)CC3)n2)cc1	-11	1
0	4	-2	1	-7	5	0.7	-5	O=C(CN1CCN(c2ccccc2F)CC1)NC(=O)NCc1ccco1	-5	1
-3	5	-4	4	0	-2	0.3	-1	N#Cc1ccc(-c2ccc(Cl)cc2)nc1Oc1ccc(F)cc1	14	1
-9	6	-6	3	9	-1	-0.3	-3	Cc1ccc(OC(C)c2nnc(N)s2)cc1Cl (configuration not stated)	2	0
1	23	1	6	3	2	-0.8	0	S=C(Nc1ccccc1)c1nc2ccccc2s1	15	3
-2	7	0	1	-6	1	0.5	7	CCCCc1ccc(NC(=O)CSc2nc(=O)n(CCN(CC)CC)c3c2CCC3)cc1	-4	-2
1	2	-1	0	2	-1	0.2	-8	O=C(OCC(=O)N1CCN(C(=O)c2ccco2)CC1)c1ccc(Cl)c(Cl)c1	2	0
5	-2	-1	-19	6	1	0.9	-3	CN(C)c1ccc(C(=O)OCC(=O)Nc2ccc(S(N)(=O)=O)cc2)cc1	21	-2
2	-16	-3	-5	13	-3	0.7	5	O=C(NC1CCCCC1)C(c1cccnc1)N(C(=O)c1csnn1)c1ccccc1 (configuration not stated)	-1	-2
5	-10	-36	-125	12	-1	-0.8	-1	CN(C)C=Nc1nc2ccccc2nc1N1CCCC1	-6	-53
-5	15	-3	-2	-1	3	0.1	-2	Cc1ccc(S(=O)(=O)N2CCN(C(=O)COC(=O)c3ccccn3)CC2)c(C)c1	-1	1
-1	-10	1	1	5	4	0.2	0	COc1cccc(N=C(N)N)c1	-9	2
-9	-6	1	4	-18	5	-0.1	3	COc1nc(N(C)S(=O)(=O)c2ccc(C)cc2)nc(C)c1Br	7	0
-2	-10	-4	-12	6	0	-0.4	-6	COC(=O)Cc1c(C)nc2nc[nH]n2c1=O	-5	0
6	-8	-5	1	3	0	0.3	7	CCn1c(=N)n(CC(=O)c2ccc(OC)cc2)c2ccccc21	1	-6
4	-11	-3	3	12	-2	-0.9	-3	O=C(COCc1nc2ccccc2c(=O)[nH]1)NC1CCCC1	-4	-1
